Screening data: PubChem, several laboratories
MT1-MMP txn act – activates MT1-MMP transcription. HT1080 MT1-MMP promoter luciferase reporter, luminescence, overnight; stronger effect = higher value. hit rate 0.16% among 86,000. AID 750. activation factor at 10 µM;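 active = activation factor of at least 2 for MT1-MMP transcription at 10 µM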
FAK inh – inhibitors of human focal adhesion kinase; biochemical FAK kinase activity assay; inhibition, %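 (tested at 7 µM)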; hit rate 0.84% among 97,000; in the data active = inhibition above about 19%;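 note: 0% = DMSO and 100% = reference compound high control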
Target sequence (Q05397 whole entry, looked up): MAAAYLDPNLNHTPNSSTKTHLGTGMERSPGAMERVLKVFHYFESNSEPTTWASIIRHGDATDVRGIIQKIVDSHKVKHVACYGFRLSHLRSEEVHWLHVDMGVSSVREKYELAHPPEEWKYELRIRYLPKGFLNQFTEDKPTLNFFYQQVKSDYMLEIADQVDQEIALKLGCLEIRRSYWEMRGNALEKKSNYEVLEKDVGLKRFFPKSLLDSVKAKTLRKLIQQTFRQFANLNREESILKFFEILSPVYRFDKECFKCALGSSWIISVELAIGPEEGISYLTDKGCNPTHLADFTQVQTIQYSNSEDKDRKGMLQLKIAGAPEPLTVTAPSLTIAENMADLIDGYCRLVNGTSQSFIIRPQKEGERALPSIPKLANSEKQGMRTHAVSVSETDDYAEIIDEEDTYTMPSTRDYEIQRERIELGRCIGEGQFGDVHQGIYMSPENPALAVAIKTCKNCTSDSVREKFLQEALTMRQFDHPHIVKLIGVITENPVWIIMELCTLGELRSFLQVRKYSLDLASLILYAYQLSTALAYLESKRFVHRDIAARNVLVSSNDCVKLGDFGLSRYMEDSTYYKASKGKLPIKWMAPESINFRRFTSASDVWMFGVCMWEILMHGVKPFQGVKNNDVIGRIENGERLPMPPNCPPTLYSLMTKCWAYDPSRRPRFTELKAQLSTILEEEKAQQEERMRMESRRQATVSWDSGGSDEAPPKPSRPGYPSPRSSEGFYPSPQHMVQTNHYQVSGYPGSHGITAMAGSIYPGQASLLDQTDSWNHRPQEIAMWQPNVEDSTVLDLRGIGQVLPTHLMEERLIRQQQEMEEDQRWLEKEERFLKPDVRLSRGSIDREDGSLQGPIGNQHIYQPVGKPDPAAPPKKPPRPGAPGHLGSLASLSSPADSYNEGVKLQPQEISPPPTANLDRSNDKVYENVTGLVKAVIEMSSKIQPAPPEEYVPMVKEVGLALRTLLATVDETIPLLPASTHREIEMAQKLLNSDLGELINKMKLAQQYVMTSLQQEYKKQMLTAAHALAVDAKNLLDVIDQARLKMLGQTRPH
E coli WT exp – growth inhibitors of E. coli BW25113 wild type; OD600 absorbance; growth inhibition, % at 100 µM; hit rate 0.15% among 98,000;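 active = growth inhibition above about 50% at one test dose, limit read from the data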;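 note: growth measured after 20 h incubation at 37 °C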
Mac1 fbg inh – blocks human CD11b/CD18 adhesion to fibrinogen | AID 1497 | P05107+P11215 | K562 CD11b/CD18 adhesion to fibrinogen, ATPlite luminescence; Mn2+ added to activate the integrin | inhibition, % at 10 µM | hit rate 0.54% among 93,000;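 active = primary inhibition of 50% or more at 10 µM, then 40% or more on retest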; note: some results filed as inactive read as strong as hits
Mac1 fbg enh – CD11b/CD18-fibrinogen binding enhancement; P05107+P11215; K562 CD11b/CD18 adhesion to fibrinogen, ATPlite luminescence; activation, % at 10 µM; hit rate 0.07% among 93,000;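 active = 10 µM primary screen giving 50% or more activity, confirmed by 40% or more on retest at that dose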; note: strong numbers were not always called active; reference of the scale not given here
ERa SRC1 inh – blocks coactivator binding to human estrogen receptor alpha; inhibition, % at 25.6 µM; TR-FRET ER-alpha LBD / SRC-1 peptide, estradiol-bound; P03372; hit rate 1.7% among 86,000; in the data active = inhibition above about 50%;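 note: 0% = receptor plus peptide control and 100% = peptide only without receptor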
ERa SRC1 pot – ER-alpha (human) coactivator binding potentiation; P03372; TR-FRET ERalpha-LBD/SRC-Cy5 coactivator binding, 2 h; 100 = basal binding, no effect; coactivator binding (% of control), % at 25.6 µM; hit rate 1.3% among 86,000; AID 639; in the data active = activity above about 200%;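 note: binding measured in presence of low estradiol as agonist stimulus; 0% = peptide alone without receptor and 100% = receptor with peptide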
PLAP activator – activators of human placental alkaline phosphatase. P05187. purified PLAP enzyme, luminescent substrate read-out; stronger effect = higher value. activation fold at 20 µM. hit rate 1.2% among 96,000; in the data active = activation fold above about 2
ERb coact inh – blocks coactivator binding to human estrogen receptor beta | AID 633 | Q92731 | TR-FRET ER-beta LBD / SRC1-Cy5 peptide binding; receptor agonist-loaded with 1 µM estradiol | hit rate 1.3% among 86,000 | inhibition, % at 25.6 µM;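 active = compounds whose percent inhibition of the receptor-coactivator binding signal exceeds about 50% in the single-dose screen, limit read from the data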;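 note: 0% = receptor plus peptide wells without compound and 100% = peptide-only wells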
Active calls of the source: *; x = not tested or not shown; [ ] = dose if it differs, or a comment. An unsorted share of the library; about 5.1% have a hit in one of these screens.

Short forms – A = MT1-MMP txn act; B = FAK inh; C = E coli WT exp; D = Mac1 fbg inh; E = Mac1 fbg enh; F = ERa SRC1 inh; G = ERa SRC1 pot; H = PLAP activator; I = ERb coact inh
N#CCCN(Cc1cccnc1)S(=O)(=O)c1ccc(S(=O)(=O)NC2CCCCC2)cc1
  A = 0.9 | B = 13 | C = -4 | D = -20 | E = 1 | F = -8 | G = 102[fluorescence artefact?] | H = 1.1 | I = -3

O=C(Nc1ccc(Cl)cc1C(=O)Nc1ccc(Br)cn1)c1ccco1
  A = 1 | B = 1 | C = -11 | D = 21 | E = 10 | F = 18[fluorescence artefact?] | G = 183 | H = 1 | I = 17

Cc1ccc(C)c2[nH]c(=O)c(CN(CCN3CCCC3)C(=O)Nc3cccc(Cl)c3)cc12
  A = 1.1 | B = 2 | C = 4 | D = 0 | E = -1 | F = 11 | G = 127 | H = 1.4 | I = 3[fluorescence artefact?]

CCCCNC(=O)CC(C(=O)N1CCc2ccccc21)n1ccnc1 (stereo unspecified)
  A = 1 | B = 1 | C = 10 | D = -2 | E = -2 | F = 1 | G = 116[fluorescence artefact?] | H = 1.1 | I = -5

CCCCN(C)C(=O)c1ccc2c(c1)N(CC)C(=O)c1ccccc1S2(=O)=O
  A = 1.2 | B = x | C = 0 | D = 3 | E = 1 | F = -4 | G = 109 | H = 1.2 | I = -2

O=C(O)CN1C(=O)SC(Nc2ccccc2)C1=O (stereo unspecified)
  A = 1 | B = 1 | C = x | D = x | E = x | F = -22 | G = 108 | H = x | I = -26[fluorescence artefact?]

CCCCCn1c(CCNC(=O)c2cccs2)nc2ccccc21
  A = 1.1 | B = 0 | C = 3 | D = 4 | E = 2 | F = 3 | G = 93 | H = 0.9 | I = 3

O=C(NCCc1ccccn1)c1ccc(COc2ccccc2)o1
  A = 1.2 | B = -8 | C = 6 | D = -5 | E = 4 | F = x | G = x | H = 1 | I = x

CC(C)C1N=C2c3ccccc3N=C(SCc3cc(=O)n4ccccc4n3)N2C1=O (stereo unspecified)
  A = 1 | B = -6 | C = x | D = x | E = x | F = -8 | G = 137 | H = x | I = 7

CCC(C)NC(=O)CCC(=O)Nc1ccc2nc(N3CCOCC3)cc(C)c2c1 (stereo unspecified)
  A = 1.2 | B = 2 | C = 0 | D = x | E = x | F = 2 | G = 113 | H = 1.2 | I = 0

COc1cc(OC)c(C(=O)Nc2ccc(S(=O)(=O)Nc3ncccn3)cc2)cc1OC
  A = 1 | B = 3 | C = 6 | D = 8 | E = 1 | F = 10 | G = 135 | H = 0.9 | I = 7

CCOC(=O)c1cnn(-c2ccc(Cl)cc2)c1C1CCN(C(=O)OC(C)(C)C)CC1
  A = 1 | B = -2 | C = 1 | D = -44 | E = 4 | F = 2 | G = 111 | H = 2.3* | I = -1

O=C(N1CCC(O)(c2cccnc2)CC1)C12CC3CC(CC(C3)C1)C2
  A = 1 | B = -4 | C = -2 | D = 2 | E = 1 | F = -2[fluorescence artefact?] | G = 131 | H = 1.1 | I = -2[fluorescence artefact?]

CCOc1ccc(C2Oc3nc(SC)nnc3-c3ccccc3N2C(C)=O)cc1OC (stereo unspecified)
  A = 1.1 | B = x | C = -2 | D = 14 | E = 4 | F = 2 | G = 84[fluorescence artefact?] | H = 1.2 | I = 16

CCC(C)N=CC1=C(O)CC(c2ccccc2)CC1=O (stereo unspecified)
  A = 1.2 | B = -2 | C = 1 | D = -8 | E = 0 | F = 2 | G = 103 | H = 1.3 | I = -17

One compound at a time, from the list above. Values in the order: MT1-MMP txn act | FAK inh | E coli WT exp | Mac1 fbg inh | Mac1 fbg enh | ERa SRC1 inh | ERa SRC1 pot | PLAP activator | ERb coact inh
Entry for COc1cc(OC)c(C(=O)Nc2ccc(S(=O)(=O)Nc3ncccn3)cc2)cc1OC = 1 | 3 | 6 | 8 | 1 | 10 | 135 | 0.9 | 7
Entry for CCOC(=O)c1cnn(-c2ccc(Cl)cc2)c1C1CCN(C(=O)OC(C)(C)C)CC1 = 1 | -2 | 1 | -44 | 4 | 2 | 111 | 2.3* | -1
Entry for CCCCNC(=O)CC(C(=O)N1CCc2ccccc21)n1ccnc1 (stereo unspecified) = 1 | 1 | 10 | -2 | -2 | 1 | 116[fluorescence artefact?] | 1.1 | -5
Entry for O=C(O)CN1C(=O)SC(Nc2ccccc2)C1=O (stereo unspecified) = 1 | 1 | x | x | x | -22 | 108 | x | -26[fluorescence artefact?]

Remaining list, next part.
Short forms – A = MT1-MMP txn act; B = FAK inh; C = E coli WT exp; D = Mac1 fbg inh; E = Mac1 fbg enh; F = ERa SRC1 inh; G = ERa SRC1 pot; H = PLAP activator; I = ERb coact inh
O=C(Nc1ccc(SC(F)F)cc1)c1ccc2nccnc2c1
  A = 1.8 | B = -1 | C = -5 | D = x | E = x | F = 0 | G = 102 | H = 0.9 | I = 2

CCOC(=O)CNC(=O)CSc1nnnn1-c1cc(C)ccc1C
  A = 1.1 | B = -1 | C = -7 | D = -8 | E = -3 | F = 3 | G = 89 | H = 1.1 | I = 11

c1cnc(Oc2ccc(-c3nnco3)cc2)cn1
  A = 1.1 | B = 0 | C = 4 | D = 1 | E = 1 | F = -3 | G = 94 | H = 1.1 | I = -8

COc1cccc(C2c3c(oc4ccc(F)cc4c3=O)C(=O)N2CCCN2CCOCC2)c1 (stereo unspecified)
  A = x | B = x | C = 5 | D = 0 | E = -1 | F = -3 | G = 111 | H = 1.3 | I = -10[fluorescence artefact?]

CC(=O)Nc1ccc(NC(=O)CSCc2cnn(-c3ccccc3)c2-n2cccc2)cc1
  A = 1.2 | B = 1 | C = 3 | D = -1 | E = 1 | F = 1 | G = 75 | H = 1.3 | I = -16

c1coc(CNc2nc3ccccc3n2CCN2CCOCC2)c1
  A = 1.2 | B = 8 | C = 3 | D = 22 | E = 1 | F = -8 | G = 112[fluorescence artefact?] | H = 1.1 | I = -4

COc1cccc(C2C(C(=O)c3cccs3)=C(O)C(=O)N2CCN(C)C)c1OC (stereo unspecified)
  A = 1.2 | B = 0 | C = -5 | D = -16 | E = 0 | F = -27 | G = 106 | H = 1.5 | I = -19

CC1(C)CC(=O)C2=C(C1)N(Cc1ccc(F)cc1)C(=O)C2(NC(=O)c1cccnc1)C(F)(F)F (stereo unspecified)
  A = 1.1 | B = 3 | C = 11 | D = -16 | E = 7 | F = 4[fluorescence artefact?] | G = 96 | H = 1.8 | I = 1[fluorescence artefact?]

CCCCOCCCNC(=O)CN1C(=O)c2ccccc2C1=O
  A = x | B = -1 | C = 3 | D = -6 | E = -1 | F = -6 | G = 159[fluorescence artefact?] | H = 1.1 | I = -1

COc1ccc(S(=O)(=O)N2CCC(C(=O)NCCc3ccc4c(c3)OCO4)CC2)cc1
  A = 1.1 | B = 0 | C = 4 | D = -5 | E = -3 | F = -6 | G = 107 | H = 1.3 | I = -5[fluorescence artefact?]

O=C(COc1ccccc1)N(Cc1ccco1)c1ccc(O)cc1
  A = 1.1 | B = -5 | C = 6 | D = x | E = x | F = 1[fluorescence artefact?] | G = 111 | H = x | I = -6

CCC1CCCCN1C(=O)CSc1nnc(-c2cccc(Cl)c2)o1 (stereo unspecified)
  A = 1.5 | B = x | C = -17 | D = -10 | E = 1 | F = -8 | G = 119 | H = 1.4 | I = -10

O=C(NCCCN1CCOCC1)c1cc(-c2ccc(F)cc2)on1
  A = 1.2 | B = 0 | C = -3 | D = -3 | E = -1 | F = 6 | G = 109 | H = 1.1 | I = 0

CCCN(CCC)S(=O)(=O)c1ccc(C(=O)N2CCC(=O)c3ccccc32)cc1
  A = 1.2 | B = 2 | C = -7 | D = 1 | E = -3 | F = 1 | G = 106 | H = 1.5 | I = 3

O=C(Nc1nnc(C2CCCC2)s1)C1CCC1
  A = 1.3 | B = -3 | C = -3 | D = -10 | E = -4 | F = 19 | G = 101 | H = 0.8 | I = 34

CSc1nnc(-c2ccc(Cl)cc2Cl)o1
  A = 1.4 | B = 1 | C = 15 | D = x | E = x | F = -5 | G = 86[fluorescence artefact?] | H = 1.2 | I = -7

CC(C)N(CCO)C(=O)C(c1ccccc1)c1ccccc1
  A = 1.1 | B = -1 | C = -5 | D = 12 | E = -3 | F = 31 | G = 123 | H = 1.6 | I = -12

O=S(=O)(/C=C/c1ccccc1)N1CCN(c2ccc(F)cc2)CC1
  A = 1 | B = 3 | C = 1 | D = -15 | E = -3 | F = -5 | G = 104 | H = 1 | I = -2

Cn1c(NCc2ccco2)nc2c1c(=O)n(Cc1ccc(Br)cc1)c(=O)n2C
  A = 1.1 | B = 0 | C = 0 | D = -10 | E = 4 | F = 20 | G = 120 | H = 0.9 | I = 7

Cc1cc(C)cc(-n2cnc3cc(C(=O)O)ccc32)c1
  A = x | B = 1 | C = -6 | D = 1 | E = -2 | F = -2 | G = 94 | H = 0.8 | I = -2

Cc1ccc(N=Cc2ccc[nH]2)c(O)c1
  A = 1.1 | B = -3 | C = 8 | D = -7 | E = -1 | F = x | G = x | H = 0.9 | I = x

Cc1ccccc1N1CCN(Cc2c(C#N)c3ccccc3n2C)CC1
  A = 1.1 | B = -1 | C = -8 | D = 10 | E = 1 | F = -6 | G = 113 | H = 1 | I = -2

CCOC(=O)CCN(Cc1cccs1)S(=O)(=O)c1ccc(F)cc1
  A = 1.1 | B = 3 | C = -1 | D = -1 | E = 1 | F = x | G = x | H = 0.9 | I = x

CCc1ccc(CN2CCN(S(=O)(=O)Cc3ccccc3)CC2)cc1
  A = 1.1 | B = -3 | C = -3 | D = -9 | E = -1 | F = -4 | G = 93 | H = 0.9 | I = -2

Cc1ccc(F)cc1NC(=O)CCC(=O)c1cccs1
  A = x | B = 6 | C = 5 | D = -7 | E = -1 | F = x | G = x | H = 0.9 | I = x

O=C1CC(N(C(=O)c2ccco2)c2ccc(F)cc2)C(=O)N1c1ccc(F)cc1 (stereo unspecified)
  A = x | B = -2 | C = -7 | D = -22 | E = -3 | F = 2 | G = 113 | H = 1 | I = -9

CC(c1ccco1)N(C(=O)c1cccs1)c1ccccn1 (stereo unspecified)
  A = 1.1 | B = -6 | C = -1 | D = 7 | E = -4 | F = 6 | G = 86 | H = 1 | I = 0

O=C(NC1CCCCC1)NC1CCN(S(=O)(=O)c2ccc3c(c2)OCCO3)CC1
  A = 1 | B = -3 | C = 1 | D = -16 | E = -3 | F = 5 | G = 126 | H = 1 | I = -4

c1ccc(CSc2nnnn2-c2ccc3c(c2)OCCO3)nc1
  A = 1.2 | B = -2 | C = 1 | D = 10 | E = 0 | F = -10 | G = 118 | H = 0.9 | I = 2

CCn1c(C(=O)N2CCC(C(=O)N3CCN(c4ccccn4)CC3)CC2)cc2sccc21
  A = 1.1 | B = 2 | C = 6 | D = -9 | E = 3 | F = -5 | G = 114[fluorescence artefact?] | H = 1.4 | I = -6

CCOC(=O)n1ccc(C(=O)Nc2ccccc2F)n1
  A = 1.4 | B = 2 | C = 4 | D = -3 | E = -2 | F = 3[fluorescence artefact?] | G = 99 | H = 1 | I = 2[fluorescence artefact?]

Cc1nc2ccccc2n1S(=O)(=O)N(C)C
  A = 1 | B = 1 | C = 6 | D = 4 | E = 0 | F = 10 | G = 107 | H = 1 | I = 7

c1ccc(CCNc2ncnc3c2nnn3Cc2ccccc2)cc1
  A = 1.1 | B = -2 | C = -5 | D = 12 | E = -7 | F = 4[fluorescence artefact?] | G = 97 | H = 0.9 | I = 12

COc1ccc(OC)c(/C(O)=C/C(=O)C(=O)Nc2cc(C)ccc2OC)c1
  A = 1.1 | B = -1 | C = -2 | D = -21 | E = 0 | F = 3 | G = 92 | H = 0.9 | I = 5

O=C1OCCC1Sc1nnc(-c2ccc3c(c2)OCO3)n1-c1ccccc1 (stereo unspecified)
  A = 1.2 | B = 0 | C = 0 | D = -4 | E = 0 | F = 12 | G = 66[fluorescence artefact?] | H = 1.1 | I = 18

CC(C)(C)c1ccc(-c2nnc(SCCC#N)n2C2CCCC2)cc1
  A = 1.1 | B = -5 | C = -10 | D = 26 | E = -3 | F = 13 | G = 111 | H = 1 | I = 3

Cc1ccc(S(=O)(=O)n2cnc3cc([N+](=O)[O-])ccc32)c(C)c1C
  A = x | B = 0 | C = 10 | D = 6 | E = -3 | F = x | G = x | H = 1 | I = x
